Source: PubChem
RGS7-Gao reg – modulates binding of RGS7 to human Galphao. Multiplexed bead flow cytometry; actives lie on both sides. 220,000 tested, 0.35% active. AID 1439. binding response (% of control), % at 10 µM; in the data active = binding response below about 49% or above about 150%; inconclusive = no clear call, values can overlap the other calls; inactive = in between;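 note: fluorescent Galphao held in activated GDP-AlF4 state binding bead-coupled RGS7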
Target sequence (P09471 whole entry, looked up): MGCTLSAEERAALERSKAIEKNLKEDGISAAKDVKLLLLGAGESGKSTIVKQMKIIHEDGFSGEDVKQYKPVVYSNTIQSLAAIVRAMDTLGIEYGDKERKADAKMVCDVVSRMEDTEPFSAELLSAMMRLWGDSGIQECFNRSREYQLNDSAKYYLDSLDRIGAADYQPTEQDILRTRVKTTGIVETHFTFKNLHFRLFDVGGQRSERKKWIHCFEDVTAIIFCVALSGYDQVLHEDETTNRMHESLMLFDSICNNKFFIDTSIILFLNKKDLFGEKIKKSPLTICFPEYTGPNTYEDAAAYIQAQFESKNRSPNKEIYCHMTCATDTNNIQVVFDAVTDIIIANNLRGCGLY
Avidin bead fluor – compound fluoresces at 488/530 nm on avidin beads; compound fluorescence 488/530 nm, flow cytometry; stronger effect = higher value; fluorescence (KMESF) at 10 µM; 220,000 tested, 0.38% active; in the data active = fluorescence above about 47; note: inactives centre near 10
Mcl1-Bid inh – disrupts binding of human Mcl-1 to Bid peptide | Q07820 | TR-FRET Mcl-1/Bid-Dy647 peptide binding, 1536-well | inhibition, % at 21.7 µM | 220,000 tested, 0.97% active | AID 1021;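 active = compounds that cut the binding signal by more than half at the single screening dose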;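 note: His-tagged Mcl-1 with europium anti-His antibody binding Bid BH3 peptide; 0% = Mcl-1 plus peptide wells and 100% = peptide-only wells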
RGS4-Gao reg – human RGS4-Galphao interaction regulation; binding response (% of control), % at 10 µM; P09471; Multiplexed bead flow cytometry, RGS4-Galphao binding; actives lie on both sides; 220,000 tested, 0.33% active; in the data active = binding response below about 49% or above about 150%; inactive = in between;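 note: fluorescent Galphao activated with aluminum fluoride binding bead-coupled RGS4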
ABCG2 inh – inhibitors of human ABCG2 transporter, ABCB1 counter-screen; IgMXP3 cells, JC-1 efflux, flow cytometry; 190,000 tested, 0.1% active; inhibition, % at 6.6 µM;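 active = inhibition above 80%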;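 note: 0% = DMSO and 100% = nicardipine control wells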
Target sequence (Q9UNQ0 whole entry, looked up): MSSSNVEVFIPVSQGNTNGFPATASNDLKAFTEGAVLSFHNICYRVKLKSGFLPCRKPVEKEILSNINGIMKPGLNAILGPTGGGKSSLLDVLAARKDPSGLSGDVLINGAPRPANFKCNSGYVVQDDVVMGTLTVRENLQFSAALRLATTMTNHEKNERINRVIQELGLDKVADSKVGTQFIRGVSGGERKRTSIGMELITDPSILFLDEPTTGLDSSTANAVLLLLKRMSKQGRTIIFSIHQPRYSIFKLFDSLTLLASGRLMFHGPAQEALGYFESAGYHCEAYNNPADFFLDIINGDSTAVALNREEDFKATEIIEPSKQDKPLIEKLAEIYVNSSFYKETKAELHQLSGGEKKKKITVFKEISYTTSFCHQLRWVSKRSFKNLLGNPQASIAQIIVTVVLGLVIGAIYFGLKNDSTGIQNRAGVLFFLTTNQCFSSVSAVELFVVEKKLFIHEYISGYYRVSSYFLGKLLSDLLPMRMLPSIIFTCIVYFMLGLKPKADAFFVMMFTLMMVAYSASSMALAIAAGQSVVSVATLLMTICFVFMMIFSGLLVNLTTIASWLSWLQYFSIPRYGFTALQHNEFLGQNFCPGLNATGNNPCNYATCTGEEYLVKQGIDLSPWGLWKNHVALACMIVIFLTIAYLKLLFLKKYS
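material = IgMXP3 (ABCG2) plus far-red-tagged CCRF-Adr (ABCB1) cells | amount = 3 million cells/mL, equal mix of both lines | also added = JC-1 transporter substrate | dosing = one concentration, 6.6 µM final | schedule = 10 min at 25 °C | measured by = flow cytometric JC-1 green MFI at 530 nm | read-out basis = percent efflux inhibition, scaled nicardipine 100% to DMSO 0%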
Bim-Mcl-1 – disrupts Bim peptide binding to human Mcl-1. Q07820. Bead-based flow cytometry, Bim peptide-Mcl-1 binding. inhibition, % at 10 µM. 190,000 tested, 0.1% active. AID 1009; in the data active = inhibition above about 40%;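 note: 0% = no compound tracer wells and 100% = peptide blocker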
ABCB1 inh – blocks JC-1 efflux by human ABCB1 transporter; CCRF-Adr cells, flow cytometry; P08183; 190,000 tested, 0.067% active; inhibition, % at 6.6 µM; in the data active = inhibition above about 40%;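 note: 0% = vehicle and 100% = reference inhibitor; higher value means more JC-1 retained so stronger ABCB1 efflux block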
GSH bead fluor – GSH bead compound fluorescence profile; GSH beads flow cytometry, compound fluorescence 488/530 nm; stronger effect = higher value; fluorescence (KMESF) at 10 µM; 190,000 tested, 0.25% active; AID 1776; in the data active = fluorescence above about 89;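 note: glutathione beads carrying GST-tagged Bcl family fusion proteins plus one bare bead set; values are compound well signal with DMSO vehicle wells as background; inactives centre near 16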
Pf gametocyte – kills late stage P. falciparum gametocytes; P. falciparum stage V gametocytes, ATP luminescence, 24 h; inhibition, % at 10.9 µM; 150,000 tested, 0.065% active;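 active = inhibition above the mean plus 3 SD of compounds within the control limits, set per campaign, cut at about 38% in these data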;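 note: 0% = DMSO wells and 100% = medium only without gametocytes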
Mcl1 Noxa PPI – disrupts binding of human Mcl-1 to Noxa peptide; AID 1022; Q07820; inhibition, % at 21.7 µM; 220,000 tested, 1.5% active; TR-FRET Mcl-1/Noxa peptide binding, 2 h;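 active = compounds that cut the protein-peptide binding signal by more than 50% relative to plate controls in a single-dose test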;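 note: His-tagged Mcl-1 with rhodamine Noxa BH3 peptide and terbium anti-His antibody; 0% = Mcl-1 plus Noxa peptide wells and 100% = peptide-only wells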
RGS8-Gao reg – modulates binding of RGS8 to human Galphao. multiplexed bead flow cytometry; actives lie on both sides. response (percent of control binding), % at 10 µM. 220,000 tested, 0.34% active. AID 1423; in the data active = response below about 60% or above about 140%; inactive = in between;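 note: Galphao activated as the GDP aluminium fluoride complex binding bead-coupled RGS8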
* hit, by the source's call; ? = inconclusive; · = not tested or not shown.

SMILES | RGS7-Gao reg | Avidin bead fluor | Mcl1-Bid inh | RGS4-Gao reg | ABCG2 inh | Bim-Mcl-1 | ABCB1 inh | GSH bead fluor | Pf gametocyte | Mcl1 Noxa PPI | RGS8-Gao reg
O=S(=O)(Cc1cc(Sc2ccc(Cl)cc2)nc(-c2ccccc2)n1)c1ccccc1 | 103 | 5 | -9 | 107 | -1 | 5 | -0.1 | 9 | 3 | -4 | 100
COc1ccc(-c2nn(-c3ccccc3)cc2/C=N/NC(=O)c2cccc(S(=O)(=O)Nc3ccccc3OC)c2)cc1 | 117 | 36 | -6 | 106 | 2 | -3 | -0.3 | 8 | 10 | -26 | 104
O=C(COc1ccccc1)N(Cc1ccco1)C1CCS(=O)(=O)C1 (centres undefined) | 97 | 11 | -2 | 101 | 4 | 0 | 1.1 | 18 | 10 | 8 | 100
Cc1cc(=S)[nH]c2ccccc12 | 108 | 8 | -30 | 104 | -6 | 0 | -8.1 | 10 | -17 | 32 | 100
COc1cc([N+](=O)[O-])c(C(=O)N2CCOCC2)c([N+](=O)[O-])c1 | 94 | 1 | 9 | 93 | 18 | -1 | 8.1 | 22 | 7 | 22 | 83
CN(c1c[nH]c(=O)[nH]c1=O)C1CCCCC1 | 102 | 10 | -28 | 102 | -1 | -2 | -0.1 | 11 | 15 | -10 | 99
CC(NC(=O)c1cccc(C(F)(F)F)c1)C1CCCO1 (centres undefined) | 94 | 4 | -4 | 96 | 2 | 0 | 0.3 | 38 | · | -4 | 95
CN(C)S(=O)(=O)c1ccc2oc(SCC(N)=O)nc2c1 | 104 | 8 | -20 | 109 | 5 | 0 | 0.9 | 11 | · | 8 | 102
CC(=O)N(C1=C(N)C(=O)c2ccccc2C1=O)C(C)C | 97 | 10 | -6 | 103 | 19 | 2 | 1.7 | 21 | 21 | 5 | 94
CC1(C)NC(=O)N(CC(O)COc2ccccc2[N+](=O)[O-])C1=O (centres undefined) | 103 | 6 | -33 | 100 | 3 | 5 | 0.3 | 20 | -1 | 10 | 100
CCc1ccc(/C=C2\SC(=S)N(CCC(=O)Nc3cc(C)on3)C2=O)cc1 | 90 | 7 | -30 | 97 | 0 | -3 | 0.2 | 15 | 1 | 19 | 96
CCN(CC)S(=O)(=O)c1ccc(NC(=O)C2CCCN(C(=O)c3ccc(Cl)cc3)C2)cc1 (centres undefined) | 90 | 13 | -16 | 91 | 1 | -2 | 1.4 | 10 | -9 | 21 | 97
O=C(Nc1ccccc1)Nc1ccc(Oc2ncnc3cc(Cl)ccc23)nc1 | ? | 7 | -30 | 101 | · | · | · | · | · | -12 | 102
Cc1nc(NCc2ccccc2)c(C(N)=O)c2c1COC(C)(C)C2 | 100 | 18 | -34 | 102 | 2 | 2 | 1.0 | 21 | · | 13 | 102
O=[N+]([O-])c1ccc(-c2csc(NN=C3CCCC3)n2)cc1 | 100 | 8 | -23 | 102 | 29 | -4 | -1.9 | 15 | 4 | 15 | 106
Cc1ccc(C(=O)Nc2ccc3c(c2)OCO3)cc1NC(=O)c1ccco1 | 98 | 26 | -55 | 99 | 2 | 5 | 0.6 | 24 | 19 | 1 | 102
Cn1c(COc2ccc3ccccc3c2)nnc1SCC(N)=O | 98 | 15 | -9 | 98 | 3 | -1 | 0.3 | 24 | · | 12 | 99
CCSC1=C(C#N)C(c2cccs2)C(C(=O)OC)=C(C)N1 (centres undefined) | 105 | 6 | -31 | 107 | 9 | 1 | -0.3 | 13 | · | 6 | 107
Cc1ccn2c(Nc3ccccc3C)c(-c3ccncc3)nc2c1 | 105 | 6 | -9 | 107 | 18 | -3 | 4.7 | 11 | · | 3 | 110
CC(C)(C)NC(=O)NC(=O)CN1CCN(Cc2ccccc2)CC1 | ? | 11 | -13 | 102 | 2 | 2 | 0.5 | 11 | 30 | 13 | 102
Cc1cc2c(nn1)CCC/C2=N\O | 105 | 36 | 7 | 98 | 9 | -2 | 1.0 | 31 | -22 | -1 | 100
COc1cccc(NC(=S)N(CCCN2CCCC2)Cc2cccn2Cc2ccc(Cl)cc2)c1 | 97 | 8 | -50 | 104 | 2 | -5 | 2.7 | 18 | · | 15 | 101
Cc1cccc(C2c3[nH]c4ccccc4c3CCN2Cc2cccn2-c2ncccn2)c1 (centres undefined) | ? | 10 | -67 | 104 | 0 | 0 | 0.3 | 11 | -24 | 3 | 102
CC(C)OC(=O)CSc1nnc(-c2cnccn2)n1-c1ccc(Cl)cc1 | 102 | 13 | 9 | 96 | 3 | -7 | 0.6 | 52 | -1 | 17 | 99

For convenience, 8 of the compounds above.
SMILES | RGS7-Gao reg | Avidin bead fluor | Mcl1-Bid inh | RGS4-Gao reg | ABCG2 inh | Bim-Mcl-1 | ABCB1 inh | GSH bead fluor | Pf gametocyte | Mcl1 Noxa PPI | RGS8-Gao reg
Cn1c(COc2ccc3ccccc3c2)nnc1SCC(N)=O | 98 | 15 | -9 | 98 | 3 | -1 | 0.3 | 24 | · | 12 | 99
CCSC1=C(C#N)C(c2cccs2)C(C(=O)OC)=C(C)N1 (centres undefined) | 105 | 6 | -31 | 107 | 9 | 1 | -0.3 | 13 | · | 6 | 107
Cc1ccn2c(Nc3ccccc3C)c(-c3ccncc3)nc2c1 | 105 | 6 | -9 | 107 | 18 | -3 | 4.7 | 11 | · | 3 | 110
CC(C)(C)NC(=O)NC(=O)CN1CCN(Cc2ccccc2)CC1 | ? | 11 | -13 | 102 | 2 | 2 | 0.5 | 11 | 30 | 13 | 102
Cc1cc2c(nn1)CCC/C2=N\O | 105 | 36 | 7 | 98 | 9 | -2 | 1.0 | 31 | -22 | -1 | 100
COc1cccc(NC(=S)N(CCCN2CCCC2)Cc2cccn2Cc2ccc(Cl)cc2)c1 | 97 | 8 | -50 | 104 | 2 | -5 | 2.7 | 18 | · | 15 | 101
Cc1cccc(C2c3[nH]c4ccccc4c3CCN2Cc2cccn2-c2ncccn2)c1 (centres undefined) | ? | 10 | -67 | 104 | 0 | 0 | 0.3 | 11 | -24 | 3 | 102
CC(C)OC(=O)CSc1nnc(-c2cnccn2)n1-c1ccc(Cl)cc1 | 102 | 13 | 9 | 96 | 3 | -7 | 0.6 | 52 | -1 | 17 | 99

(listing goes on)
SMILES | RGS7-Gao reg | Avidin bead fluor | Mcl1-Bid inh | RGS4-Gao reg | ABCG2 inh | Bim-Mcl-1 | ABCB1 inh | GSH bead fluor | Pf gametocyte | Mcl1 Noxa PPI | RGS8-Gao reg
COCCN1C(=O)C(CC(=O)Nc2ccccc2)SC1=Nc1ccc(OC)cc1 (centres undefined) | 90 | 11 | -45 | 90 | 4 | -1 | 0.6 | 11 | · | -2 | 88
COc1ccc(NS(=O)(=O)c2ccc(N3CCOCC3)c(NC(=O)c3ccccc3Br)c2)cc1 | ? | 4 | -11 | 97 | · | · | · | · | 5 | -19 | 100
O=C(/C=C\c1ccc2c(c1)OCO2)NC1(C(=O)Nc2ccc3c(c2)OCO3)CCCCC1 | 103 | 12 | -9 | 102 | 6 | -2 | 0.8 | 14 | -17 | 25 | 103
CN1c2ccccc2C(C)(C)C12CC(CCl)=NO2 (centres undefined) | 108 | 6 | 5 | 109 | 5 | -4 | 0.7 | 17 | · | 12 | 114
Cc1ccc(C23OC(=O)C(C)(C)C2OC(=O)C3(C)C)cc1 (centres undefined) | 99 | 13 | -14 | 100 | 0 | -7 | -0.2 | 23 | · | -4 | 99
CCN(CC)C(=O)c1sc(N2C(=O)Nc3ccccc3N2O)c(C(=O)OC)c1C | 101 | 12 | 5 | 103 | -1 | -1 | -0.2 | 8 | -33 | 17 | 102
O=C(CN1C(=O)c2cccnc2C1=O)c1ccccc1 | 99 | 5 | -4 | 103 | 0 | 7 | 0.0 | 17 | 12 | 14 | 101
O=C(N/N=C/c1coc2ccccc2c1=O)c1ccccc1 | 102 | 13 | -33 | 99 | 1 | 0 | -0.1 | 17 | -27 | 0 | 96
CN(CC#CC(O)(c1ccccc1)c1ccccc1)C(C)(C)C | ? | 6 | -1 | 100 | · | · | · | · | -4 | -1 | 102
COC(=O)c1c(C(=O)OC)c(-c2ccc(C)cc2)n2c1CS(=O)(=O)C2 | 100 | 26 | -8 | 101 | 0 | 1 | -0.2 | 22 | · | -3 | 101
Cc1cc(C)cc(NC(=S)NCCCN2CCOCC2)c1 | 100 | 4 | -62 | 100 | 2 | -1 | 0.3 | 7 | -7 | -12 | 102
N#Cc1c(F)cccc1NCc1cccs1 | ? | 6 | -9 | 98 | · | · | · | · | 7 | 18 | 100
CN(NS(=O)(=O)c1ccc(Cl)cc1)c1cnn(C)c(=O)c1Cl | ? | 2 | 1 | 87 | · | · | · | · | 1 | 15 | 94
CCc1nc(N)c(C#N)c(-c2ccncc2)c1C | 102 | 4 | -26 | 101 | 0 | 2 | 0.1 | 22 | 16 | -7 | 102
Cc1ccc(S(=O)(=O)N(C)C)cc1NC(=O)COC(=O)c1c(C)noc1C | 100 | 3 | -7 | 101 | 6 | 0 | 0.7 | 9 | 6 | 9 | 104
COc1ccc(C2=NC(CO)(CO)CO2)cc1 | ? | 9 | -24 | 100 | -5 | 0 | -0.1 | 19 | -6 | 3 | 99
COc1ccc(NC(=O)CSc2ccc(-c3ccccn3)nn2)cc1OC | 98 | 14 | -39 | 100 | 5 | -4 | 0.8 | 18 | 8 | -3 | 102
Cc1ccc(-n2c(C)nc3ncnc(-c4ccccc4)c32)cc1 | 101 | 4 | -21 | 101 | 3 | -4 | 0.9 | 12 | -16 | 6 | 100
Cn1nnc2cc(C(=O)N3CCC(c4ccccc4)C3)ccc21 (centres undefined) | 98 | 14 | -34 | 100 | 4 | 4 | 0.7 | 34 | · | 1 | 99
CCCn1c(SCC(=O)N2c3ccccc3CC2C)nnc1-c1ccco1 (centres undefined) | 105 | 22 | 7 | 102 | 4 | -2 | 1.3 | 20 | · | 2 | 102
O=C(Nc1ccc2c(c1)OCCO2)c1ccc(Br)c(S(=O)(=O)N2CCOCC2)c1 | 100 | 3 | 1 | 104 | -1 | 11 | -0.2 | 23 | · | 19 | 98
N#Cc1cc2c([nH]c1=S)CCCC2 | 104 | 4 | -20 | 93 | 0 | -6 | -0.7 | 17 | 13 | 40 | 96
Cc1ncccc1C(=O)N1CCCC(C(=O)c2ccc3c4c(cccc24)CC3)C1 (centres undefined) | 106 | 18 | 2 | 106 | 5 | 1 | 1.6 | 15 | · | 11 | 101
NNC(=O)c1sccc1OCc1ccc(F)cc1 | 101 | 10 | -36 | 102 | -2 | 1 | -1.1 | 15 | 4 | 14 | 102
Cc1ccc(S(=O)(=O)N2CCC(C(=O)O)CC2)cc1 | 106 | 9 | -10 | 102 | 1 | -5 | 0.1 | 50 | 9 | -7 | 102
CCOC(=O)COn1c(-c2cccc(Cl)c2)nc2ccc([N+](=O)[O-])cc21 | 97 | 15 | 3 | 99 | 18 | -4 | 1.1 | 20 | -2 | -7 | 98
S=C(c1ccc(-c2ccc(Cl)cc2)o1)N1CCCCC1 | 99 | 11 | -18 | 102 | -3 | -6 | -0.9 | 34 | · | 7 | 102
